GAA glycogen = qHTS Assay for Inhibitors and Activators of Human alpha-Glucosidase Cleavage of Glycogen. Lysosomal alpha-glucosidase (Homo sapiens), P10253. recombinant GAA, glycogen substrate, Amplex Red glucose oxidase fluorescence. Potency, µM (doses to about 76.4 µM), without a hit: at the highest dose activity change, negative = inhibition, usual class: inhibitors. 300,000 tested, 0.38% active;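 also: 0% = full enzyme reaction and -100% = no-enzyme basal signal; the screen sought inhibitors and activators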
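qHTS, 1536-well; enzyme 4 nM final; cpd up to 77 uM; substrate bovine liver glycogen 30 ug; 50 mM citrate/phosphate pH 5.0, 0.01% Tween-20; 37 C, 40 min; Amplex Red detection 45 min RT; Hill fit → AC50.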
KDM4E inh = qHTS Assay for Inhibitors of Human Jumonji Domain Containing 2E (JMJD2E) | Lysine-specific demethylase 4E (Homo sapiens), B2RXH2 | JMJD2E catalytic domain, FDH-coupled NADH fluorescence (FDH is formaldehyde dehydrogenase) | Potency, µM (highest dose often 57.1 µM), for inactives: at the highest dose activity change, negative = inhibition, actives largely listed as inhibitors | 230,000 tested, 1.6% active | AID 2147, 2009; active = well fitted inhibition curve with a large enough effect, not every such curve was filed as active; inconclusive = small, poorly fitted or top-dose-only effect, or another doubt; inactive = no such curve, though single readings can be large or run the other way;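 also: 0% = wells with enzyme and -100% = buffer wells without enzyme; nearly all actives have a fitted effect of over 50% in size; many of its hits are not listed in these tables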
Target sequence (B2RXH2 1-337 limits assumed): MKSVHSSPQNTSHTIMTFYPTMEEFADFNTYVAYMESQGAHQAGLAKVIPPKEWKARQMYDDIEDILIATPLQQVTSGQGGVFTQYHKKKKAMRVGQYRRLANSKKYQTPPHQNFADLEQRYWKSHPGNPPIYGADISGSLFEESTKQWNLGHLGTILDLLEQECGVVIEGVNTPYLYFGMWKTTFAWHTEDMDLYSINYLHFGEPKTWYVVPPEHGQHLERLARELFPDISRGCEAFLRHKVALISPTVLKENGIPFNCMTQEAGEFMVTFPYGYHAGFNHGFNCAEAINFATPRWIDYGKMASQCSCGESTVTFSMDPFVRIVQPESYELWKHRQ
GoLoco inh red = qHTS Assay for Inhibitors of RGS12 GoLoco Motif Activity (Red Fluorophore) | AID 880, 2007 | Gai1:RGS12 GoLoco peptide FP, rhodamine, 10 min | 230,000 tested, 0.44% active | Potency, µM (doses to about 61.6 µM), for inactives: at the top dose activity, negative = inhibition, usual class: inhibitors; active = well fitted inhibition curve with a large enough effect, not every such curve was filed as active; inactive = no such curve, though single readings can be large or run the other way; also: % is scaled to controls: 0 for no effect and ±100 for the full control effect; nearly all actives have a fitted effect of over 30% in size; many of its hits are not listed in these tables
Target sequence (P63096 whole entry, looked up): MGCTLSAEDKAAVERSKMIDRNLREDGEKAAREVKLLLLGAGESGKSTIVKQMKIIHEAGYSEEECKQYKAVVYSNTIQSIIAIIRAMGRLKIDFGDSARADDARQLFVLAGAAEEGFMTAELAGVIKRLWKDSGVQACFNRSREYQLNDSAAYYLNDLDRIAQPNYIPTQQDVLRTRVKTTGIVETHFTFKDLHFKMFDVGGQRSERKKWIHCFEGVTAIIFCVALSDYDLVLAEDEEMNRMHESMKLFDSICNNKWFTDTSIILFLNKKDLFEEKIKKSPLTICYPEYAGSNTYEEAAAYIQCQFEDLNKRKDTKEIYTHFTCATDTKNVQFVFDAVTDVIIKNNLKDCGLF
SMN2 splice enh = qHTS Assay for Enhancers of SMN2 Splice Variant Expression. HEK293 SMN2-luciferase splicing reporter, luminescence, 30-36 h. Potency, µM (series often up to 46.1 µM), for the others: at the highest dose activity change, positive = activation, hits mostly activators. 210,000 tested, 2.8% active. AID 1458, 2008; also: % of control where 0% means no effect; nearly all actives have a fitted effect of over 55% in size
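HEK293 cells carry an SMN2 […]–luciferase reporter in which exon 7 inclusion puts luciferase in frame. Cells were plated 10-12 h before compound addition, then incubated 30-36 h at 37C. ONE-Glo luminescence was read; sodium butyrate at 4.5 mM final served as control.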
GAA inh = qHTS Assay for Inhibitors of Human alpha-Glucosidase as a Potential Chaperone Treatment of Pompe Disease | Potency, µM (highest dose often 76.9 µM), without a hit: top-dose activity change, negative = inhibition, actives largely listed as inhibitors | purified human GAA, 4-MU-alpha-glucoside fluorescence | 200,000 tested, 0.005% active | AID 1466, 2008;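 also: plate controls were uninhibited enzyme wells for no effect and no-enzyme background for full effect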
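Endpoint fluorogenic read: 20 min room-temperature reaction of 4 nM human alpha-glucosidase with 400 uM 4-methylumbelliferyl-alpha-D-pyranoside, pH 5.0, quenched with 1M NaOH/1M glycine pH 10. AC50 from Hill modeling.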
GLA spleen mod = qHTS Assay for Inhibitors and Activators of Human alpha-Galactosidase From Spleen Homogenate; Alpha-galactosidase A (Homo sapiens), P06280; human spleen homogenate, 4MU-alpha-Gal fluorescence, 40 min; 240,000 tested, 0.008% active; AID 2107, 2009; Potency, µM (highest dose often 80 µM), for the others: top-dose activity change, negative = inhibition, most hits filed as inhibitors;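 also: 0% = enzyme with vehicle and -100% = no enzyme basal signal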
Target sequence (P06280 32-429 limits assumed): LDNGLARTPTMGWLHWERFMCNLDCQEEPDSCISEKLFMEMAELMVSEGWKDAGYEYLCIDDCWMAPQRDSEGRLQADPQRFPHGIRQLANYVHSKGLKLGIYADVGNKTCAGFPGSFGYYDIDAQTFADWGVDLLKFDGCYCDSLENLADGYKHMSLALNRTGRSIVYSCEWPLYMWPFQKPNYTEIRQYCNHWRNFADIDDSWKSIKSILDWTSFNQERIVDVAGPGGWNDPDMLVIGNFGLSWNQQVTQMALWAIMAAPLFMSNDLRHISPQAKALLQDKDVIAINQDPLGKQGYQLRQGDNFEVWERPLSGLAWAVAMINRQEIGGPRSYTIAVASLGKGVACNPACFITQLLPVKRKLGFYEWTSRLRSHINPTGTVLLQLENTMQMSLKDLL
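Inhibition or activation of alpha-galactosidase in human spleen homogenate is scored by 4-MU fluorescence after 40 min at 37C, pH 5.0, with 1 mM substrate. AC50s come from concentration-response fitted to the Hill equation.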
ALDH1A1 block = qHTS Assay for Inhibitors of Aldehyde Dehydrogenase 1 (ALDH1A1) | Aldehyde dehydrogenase 1A1 (Homo sapiens), P00352 | Purified ALDH1A1, NADH fluorescence, propionaldehyde substrate | Potency, µM (titrated, usually from 75.3 µM), without a hit: top-dose activity, negative = inhibition, usual class: inhibitors | 220,000 tested, 7.3% active | AID 1030, 2008; active = well fitted inhibition curve with a large enough effect, not every such curve was filed as active; inconclusive = small, poorly fitted or top-dose-only effect, or another doubt; inactive = no such curve, though single readings can be large or run the other way;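 also: plate controls were no enzyme wells and a reference inhibitor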
aGlu spleen mod = qHTS Assay for Inhibitors and Activators of Human alpha-Glucosidase From Spleen Homogenate. Lysosomal alpha-glucosidase (Homo sapiens), P10253. human spleen homogenate, 4-MU-alpha-glucoside fluorescence. Potency, µM (series often up to 79.9 µM), for the others: top-dose activity change, negative = inhibition, hits mostly inhibitors. 240,000 tested, 0.006% active. AID 2112, 2009;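 also: 0% = enzyme with vehicle and -100% = no enzyme basal signal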
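Enzyme source: human spleen homogenate, 1 ug/well. Buffer 50 mM citric acid/K phosphate pH 5.0, 0.01% Tween-20. 4-MU-alpha-glucoside 1 mM; 37 C x 40 min; NaOH/glycine stop; fluorescence.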
* hit, by the source's call; u = inconclusive; x = no result given; & = joins results of further samples; [ ] = another dose, or the depositor's remark. Unless noted, calls follow the shape of the dose curve; as a rule, active = well fitted curve in the direction sought with a large enough effect; inconclusive = small, poorly fitted or top-dose-only effect, or another doubt; inactive = no such curve, though single readings can be large; an effect the other way counts as inactive or inconclusive. Potency is read from the fitted curve at half-maximal effect.

Screens in order: GAA glycogen | KDM4E inh | GoLoco inh red | SMN2 splice enh | GAA inh | GLA spleen mod | ALDH1A1 block | aGlu spleen mod
1) CCCCNC(=O)c1ccccc1NC(=O)CN(c1ccccc1)S(=O)(=O)N(C)C
    0%[76.3 µM] | -28% | 0% | -10%&-14% | -2% | 0% | 6% | -7%
2) COC(=O)c1ccc(C(NC(=O)OCc2ccccc2)/C(=C/[C@@H](C)C(=O)N(C)Cc2ccccc2)c2cccnc2)cc1 (stereo partly specified)
    x | -7% | 1% | 14% | x | 4% | -1% | -1%
3) Cc1ccc(/C=C/S(=O)(=O)NCC(=O)OCC(=O)N2CC(=O)Nc3ccccc32)cc1
    -7% | -7% | -7% | x | -12% | 6% | -8% | 2%
4) O=c1c2cc(NC(=S)N3CCCCC3)ccc2nc2n1CCCCC2
    -19% | u | 4% | -23% | 9% | -4% | u | -2%
5) CC(C)C(NS(=O)(=O)c1cccc2nsnc12)C(=O)NCc1ccco1 (stereo unspecified)
    -4% | -3% | -1% | x | x | -1% | x | 1%
6) COc1cc(/C=N/NC(=O)CNC(=O)c2cccs2)ccc1O
    9% | 4% | -16% | -1% | 6% | -6% | -3% | -4%
7) CN(C)NC(=O)c1ccsc1NC(=O)c1ccc(S(=O)(=O)N(C)C)cc1
    5.6µM* | -5% | -3% | x | x | -2% | -5% | -3%
8) CC(C)CCN1CCN(Cc2cccs2)CC1CCO (stereo unspecified)
    -5% | -2% | 0% | x | -1% | 5% | 0% | -3%
9) O=C(CN1C(=O)C2CCCCN2C(=O)c2ccccc21)Nc1ccc(F)cc1 (stereo unspecified)
    4% | 4% | 2% | 1% | -1% | -2% | -8% | x
10) CC(=O)Nc1ccc(C(=O)OCC(=O)NC(=O)NC(C)(C)C)cc1
    1% | -1% | -17% | -14% | -2% | -2% | 13% | -7%
11) CN(CC(=O)N1CCN(c2ccccn2)CC1)S(=O)(=O)c1ccccc1
    7% | u | 2% | -11% | -2% | -8% | -100% | 1%
12) COc1ccc(CCNC(=O)c2n[nH]c(=O)c3ccccc23)cc1
    9% | 11% | 4% | -6% | -8% | -3% | 8% | -1%
13) CC(=O)Oc1ccc(C(=O)OCC(=O)c2c(N)n(C)c(=O)n(C)c2=O)cc1OC(C)=O
    u | -18% | -8% | 4% | -10% | -6% | 12% | 4%
14) O=C(NCc1cccs1)c1ccc2c(c1)ncn2C1CCCC1
    9% | -3% | 1% | -4% | 4% | -2% | u | -2%
15) C=CCn1c(SCC(=O)Nc2cccnc2Cl)nnc1-c1ccc(Cl)cc1
    5% | 5% | -11% | -1% | -3% | -3% | -3% | -4%
16) O=C(c1cc(C(=O)N2CCOCC2)c2nc3ccccc3n2c1)c1ccccc1O
    -8% | u | 5% | x | u | 19% | 0% | 8%
17) CCCCOC(=O)Cn1c(=O)n(CC(=O)OCCCC)c2cc(C)ccc21
    0% | 3% | 0% | -8% | -8% | 8% | -4% | -1%
18) Cn1c(CCNC(=O)c2cccs2)nnc1SCC(=O)N1CCN(c2ccccc2)CC1
    1% | 3% | 5% | 49% | -3% | 1% | 28µM* | -1%
19) COc1ccc(N2C(=O)CCC(C(=O)Nc3ccccn3)C2c2ccc(OC)c(OC)c2)cc1 (stereo unspecified)
    2% | 2% | 7% | -12% | -4% | -8% | -7% | -4%
20) COc1cc(C(=O)OCCN2CCOCC2)cc(OC)c1OC
    -14% | -5% | 1% | -9% | -8% | -1% | 12% | -8%
21) COc1ccc(-c2nc3c(=O)n(C)c(=O)[nH]c3n2CCc2ccccc2)cc1
    1% | u | 14% | -5% | -13% | 14% | u | 6%
22) O=C(CSc1nc2ccccc2n1Cc1ccc(Cl)cc1)N/N=C/c1ccccc1C(=O)O
    25% | 1% | 9% | -8% | 2% | -1% | 8% | 4%
23) CCCS(=O)(=O)c1nc(S(=O)(=O)c2ccc(C)cc2)c(NCc2ccc3c(c2)OCO3)s1
    -4% | 0% | -9% | -14% | u | 11% | 3% | -6%
24) Cc1cc(C)n(Cc2cccc(F)c2)c(=O)c1C#N
    6% | u | -2% | 17% | -3% | -1% | u | -1%
25) CN1CCN(C2OC(=O)c3ccccc32)CC1 (stereo unspecified)
    6% | -5% | 6% | -8% | -5% | -5% | 16% | -3%
26) O=C(CSC1=Nc2ccccc2C2=NC(CC(=O)NC3CCCCC3)C(=O)N12)NCc1ccco1 (stereo unspecified)
    -11% | u | 9% | -13% | 13% | 11% | u | 4%
27) CCCC/C(C)=N\NC(=O)CNS(=O)(=O)c1ccc([N+](=O)[O-])cc1
    2% | 10% | 7% | -2% | 3% | -15% | -6% | 1%
28) CSc1nc2n(n1)C(c1cc(Br)ccc1F)C(C(=O)N(C)C)=C(C)N2 (stereo unspecified)
    -7% | u | -13% | 14% | 7% | -6% | -15% | -15%
29) Nc1cccc(S(=O)(=O)Nc2ccc(Br)cc2)c1
    -1% | 2% | -4% | x | x | 4% | x | 1%
30) O=C(NCCc1ccccc1)c1ccnc(/C=N/O)c1
    7% | -2% | 2% | 6% | -13% | 3% | 0% | -6%

An excerpt from above in order of number of heavy atoms, ascending.
Screens in order: GAA glycogen | KDM4E inh | GoLoco inh red | SMN2 splice enh | GAA inh | GLA spleen mod | ALDH1A1 block | aGlu spleen mod
8) CC(C)CCN1CCN(Cc2cccs2)CC1CCO (stereo unspecified)
    -5% | -2% | 0% | x | -1% | 5% | 0% | -3%
28) CSc1nc2n(n1)C(c1cc(Br)ccc1F)C(C(=O)N(C)C)=C(C)N2 (stereo unspecified)
    -7% | u | -13% | 14% | 7% | -6% | -15% | -15%
13) CC(=O)Oc1ccc(C(=O)OCC(=O)c2c(N)n(C)c(=O)n(C)c2=O)cc1OC(C)=O
    u | -18% | -8% | 4% | -10% | -6% | 12% | 4%

Next section
Screens in order: GAA glycogen | KDM4E inh | GoLoco inh red | SMN2 splice enh | GAA inh | GLA spleen mod | ALDH1A1 block | aGlu spleen mod
31) CCOc1cnc(-c2c(-c3c(Cl)cccc3Cl)noc2C)o1
    -5% | 4% | -2% | -9% | u | -1% | u | -14%
32) CN(C)C=NC(=O)c1cc(C(=O)c2ccc(F)cc2)c[nH]1
    19% | 13% | 13% | -2% | 12% | 0% | 3% | -1%
33) COCc1cc(C)nc(OCC(=O)N/N=C/c2ccc(OC)c(OC)c2)c1C#N
    -4% | -3% | 5% | -2% | -14% | 2% | 1% | 7%
34) CC1=NN(C(=O)c2ccc(Cn3cc(Br)c([N+](=O)[O-])n3)o2)C(O)(C(F)(F)F)C1 (stereo unspecified)
    1% | -2% | 2% | -10% | 0% | -8% | 3% | -4%
35) N#CNC(=Nc1cccc(C(F)(F)F)c1)SCc1ccc(C(=O)O)cc1
    2% | 1% | -5% | x | x | -3% | x | 1%
36) Cc1cc(O)c(C(C)C)cc1NC(=O)c1ccc(Cl)cc1
    -29% | -7% | 0% | -6% | -6% | -3% | 11% | -6%
37) C=CCn1c(SCc2nc3ccccc3c(=O)[nH]2)nc2ccccc2c1=O
    -10% | u | 13% | -3% | -14% | 2% | u | -2%
38) COC(=O)c1ccc(COc2ccccc2/C=C(\C#N)C(=O)Nc2c(C)cccc2C)cc1
    -6% | -7% | -2% | 7% | 1% | -2% | 5% | -6%
39) Cc1ccc(C)c(NC(=S)NC(NC(=O)Cc2cccc3ccccc23)C(Cl)(Cl)Cl)c1 (stereo unspecified)
    1% | 0% | 8% | -83%[inhibitor] | -4% | -4% | -11% | 2%
40) O=C(Nc1cccc(NC(=O)c2cccnc2)c1)c1cccnc1
    2% | 0% | 4% | -16% | 0% | 6% | 8% | 0%
41) CCCCC(CC)CNC(=O)C1CC=CCC1C(=O)O (stereo unspecified)
    -8% | -11% | 6% | 10% | 3% | 11% | 4% | 9%
42) COc1ccc(N2CCN(C(=O)CSc3nnc4c(C)cc5c(C)cc(C)cc5n34)CC2)cc1
    -1% | -16% | -8% | -12% | -2% | -1% | -3% | -7%
43) Cc1ccc(C(=O)NCCSC(C)(C)C)cc1[N+](=O)[O-]
    -9% | -18% | -1% | 37% | 4% | 1% | u | -7%
44) CCCSc1nc(NCc2ccco2)c2c3c(sc2n1)COC(C)(CC)C3 (stereo unspecified)
    -7% | -1% | 14% | -7% | -3% | 3% | -9% | 0%
45) Cc1nnc(NC(=O)CSc2nc(CC(C)C)nc3c2c(=O)n(C)c(=O)n3C)s1
    5% | 7% | 0% | -17% | 3% | 6% | 4% | -5%
46) COc1ccc(-c2cnnn2-c2ccc(NC(=O)c3ccc(S(=O)(=O)N4CCCCC4)cc3)cc2)cc1
    -1% | u | 3% | -4% | -8% | -1% | u | 0%
47) Cc1ccccc1N1C(=O)CC(Nc2ccc3c(c2)OCO3)C1=O (stereo unspecified)
    16% | -18% | -5% | 8% | 6% | -4% | -7% | 1%
48) COc1ccc(C)cc1N1C(=N)/C(=C2/Nc3ccccc3S2)C(c2ccccc2)C1=O (stereo unspecified)
    u | -4% | -3% | -18% | -8% | -3% | u | 0%
49) COc1ccc(C(C(=O)Nc2ccc3c(c2)OCO3)N(C)C(=O)Cc2c[nH]c3ccccc23)cc1 (stereo unspecified)
    -8% | -24% | 0% | -9%[1.84 µM] | -12% | 7% | u | 2%
50) CCCCn1c(N)c(N(CC)C(=O)CSc2nnnn2-c2cc(C)ccc2C)c(=O)[nH]c1=O
    -3% | 4% | 0% | 15% | -6% | -4% | 11µM* | 8%
51) CSc1ccccc1NC(=O)c1ccccc1C
    -6% | -10% | 5% | -9% | u | 3% | -5% | -10%
52) O=[N+]([O-])c1ccc(Cl)cc1CNc1ccc(F)c(F)c1
    -6% | -9% | 2% | -6% | 2% | -1% | u | -3%

Compound activity from PubChem.

Not all compounds are listed (hit frequency here may not be typical).
